Screening results: PubChem, NMMLSC
Mcl-1 Bim block: inhibitors of Bim peptide binding to Mcl-1, primary screen, biochemical, bead-based flow cytometry, multiplex; actives 0.1% (n = 190,000); inhibition, % at 10 µM; AID 1009, 2008; Bim peptide-Mcl-1 binding; Induced myeloid leukemia cell differentiation protein Mcl-1 (Homo sapiens), Q07820;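 note: 0% = no compound tracer wells and 100% = peptide blocker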
ABCB1 block: ABCB1 efflux pump inhibitors, primary screen, cell-based, multiplex, flow cytometry, ABCG2 counter-screen; ATP-dependent translocase ABCB1 (Homo sapiens), P08183; CCRF-Adr cells, JC-1 efflux; inhibition, % at 6.6 µM; actives 0.067% (n = 190,000); in the data active = inhibition above about 40%;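 note: 0% = vehicle and 100% = reference inhibitor; higher value means more JC-1 retained so stronger ABCB1 efflux block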
RGS4-Gao reg: modulators of RGS4 binding to Galphao, primary screen, biochemical, multiplexed bead flow cytometry. actives 0.33% (n = 220,000). AID 1415, 2008. binding response (% of control), % at 10 µM. Guanine nucleotide-binding protein G(o) subunit alpha (Homo sapiens), P09471. actives lie on both sides; in the data active = binding response below about 49% or above about 150%; inactive = in between;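 note: fluorescent Galphao activated with aluminum fluoride binding bead-coupled RGS4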
Target sequence (P09471 whole entry, looked up): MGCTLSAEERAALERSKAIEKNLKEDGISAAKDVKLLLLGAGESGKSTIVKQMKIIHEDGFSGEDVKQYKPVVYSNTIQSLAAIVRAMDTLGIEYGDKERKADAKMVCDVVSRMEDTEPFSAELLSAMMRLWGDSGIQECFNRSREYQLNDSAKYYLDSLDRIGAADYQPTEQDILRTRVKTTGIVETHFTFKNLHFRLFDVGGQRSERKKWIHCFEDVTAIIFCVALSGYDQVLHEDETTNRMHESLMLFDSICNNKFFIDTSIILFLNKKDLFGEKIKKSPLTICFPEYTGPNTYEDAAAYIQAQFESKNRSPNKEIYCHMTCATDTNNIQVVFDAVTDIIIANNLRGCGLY
Bim-Bcl-B: inhibitors of Bim-Bcl-B binding, primary screen, biochemical, multiplexed, human Bcl-2 family | Bcl-2-like protein 10 (Homo sapiens), Q9HD36 | bead-based flow cytometry, Bim peptide-Bcl-B binding | inhibition, % at 10 µM | actives 0.073% (n = 190,000) | AID 951, 2007;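 note: 0% = tracer peptide without compound and 100% = reference inhibitor peptide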
Target sequence (Q9HD36 whole entry, looked up): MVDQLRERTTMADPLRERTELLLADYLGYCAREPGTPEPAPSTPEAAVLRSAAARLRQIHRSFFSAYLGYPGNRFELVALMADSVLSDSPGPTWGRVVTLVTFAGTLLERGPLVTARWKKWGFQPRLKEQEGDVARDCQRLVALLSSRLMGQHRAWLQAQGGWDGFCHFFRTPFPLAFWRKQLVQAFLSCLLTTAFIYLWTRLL
Bim-Bcl-2: inhibitors of Bim-Bcl-2 binding, primary screen, biochemical, multiplexed, human Bcl-2 family; actives 0.06% (n = 190,000); AID 950, 2007; inhibition, % at 10 µM; Bead-based flow cytometry, Bim peptide-Bcl-2 binding; in the data active = inhibition above about 40%; inconclusive = no clear call, values can overlap the other calls;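 note: 0% = no compound wells with probe peptide and 100% = reference peptide inhibitor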
ABCG2 inh: ABCG2 efflux pump inhibitors, primary screen, multiplex with ABCB1, IgMXP3 cells, flow cytometry; Broad substrate specificity ATP-binding cassette transporter ABCG2 (Homo sapiens), Q9UNQ0; JC-1 efflux; inhibition, % at 6.6 µM; actives 0.1% (n = 190,000); AID 1325, 2008;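 active = inhibition above 80%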;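 note: 0% = DMSO and 100% = nicardipine control wells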
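Test system: IgMXP3 (ABCG2) plus far-red-tagged CCRF-Adr (ABCB1) cells. Reagent: JC-1 dye as substrate. Timing: 10 min exposure at 25 °C with rotation, no wash. Measured by: flow cytometric JC-1 green MFI at 530 nm. Read-out: percent efflux inhibition, scaled nicardipine 100% to DMSO 0%. Control set: nicardipine and DMSO wells.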
Bfl-1 Bim block: inhibitors of Bim binding to Bfl-1, primary screen, biochemical, multiplexed, bead-based flow cytometry | Bcl-2-related protein A1 (Homo sapiens), Q16548 | Bim-Bfl-1 binding inhibition | inhibition, % at 10 µM | actives 0.12% (n = 190,000) | AID 1008, 2008;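 note: 0% = wells without compound plus tracer and 100% = blocker peptide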
RGS7-Gao reg: RGS7-Galphao binding modulators, primary screen, biochemical, multiplexed bead flow cytometry. actives 0.35% (n = 220,000). binding response (% of control), % at 10 µM. Guanine nucleotide-binding protein G(o) subunit alpha (Homo sapiens), P09471. AID 1439, 2008. actives lie on both sides; in the data active = binding response below about 49% or above about 150%; inconclusive = no clear call, values can overlap the other calls; inactive = in between;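 note: fluorescent Galphao held in activated GDP-AlF4 state binding bead-coupled RGS7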
Bim-Bcl-XL: inhibitors of Bim-Bcl-XL binding, primary screen, biochemical, multiplexed, bead flow cytometry, human Bcl-XL. Bcl-2-like protein 1 (Homo sapiens), Q07817. Bim peptide-Bcl-XL binding, fluorescence. inhibition, % at 10 µM. actives 0.04% (n = 190,000)
Target sequence (Q07817 whole entry, looked up): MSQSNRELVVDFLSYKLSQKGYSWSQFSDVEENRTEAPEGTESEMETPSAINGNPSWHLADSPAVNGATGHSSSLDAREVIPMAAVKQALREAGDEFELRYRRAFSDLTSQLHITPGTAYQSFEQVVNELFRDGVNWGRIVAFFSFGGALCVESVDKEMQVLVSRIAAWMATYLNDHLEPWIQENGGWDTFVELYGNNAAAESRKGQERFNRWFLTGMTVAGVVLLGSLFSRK
RGS8-Gao reg: RGS8-Galphao binding modulators, primary screen, biochemical, multiplexed bead flow cytometry. Guanine nucleotide-binding protein G(o) subunit alpha (Homo sapiens), P09471. actives lie on both sides. response (percent of control binding), % at 10 µM. actives 0.34% (n = 220,000). AID 1423, 2008; in the data active = response below about 60% or above about 140%; inactive = in between;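 note: Galphao activated as the GDP aluminium fluoride complex binding bead-coupled RGS8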
Bim-Bcl-W: inhibitors of Bim binding to Bcl-W, primary screen, biochemical, multiplexed, bead-based flow cytometry | Bim peptide-Bcl-W binding | inhibition, % at 10 µM | actives 0.02% (n = 190,000) | AID 952, 2007;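 note: 0% = bound tracer without compound and 100% = peptide blocker; higher means less fluorescent Bim peptide bound to Bcl-W beads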
Target sequence (Q92843 whole entry, looked up): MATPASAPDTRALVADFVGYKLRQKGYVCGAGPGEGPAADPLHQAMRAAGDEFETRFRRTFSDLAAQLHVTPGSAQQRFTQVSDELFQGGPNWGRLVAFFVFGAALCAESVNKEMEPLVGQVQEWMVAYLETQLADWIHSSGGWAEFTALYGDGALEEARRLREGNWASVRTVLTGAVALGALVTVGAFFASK
Numbers without * were called inactive; ? = inconclusive; [ ] = dose if it differs, or a comment. Cut-off read from the data, not from the text of the source, unless noted: active = inhibition above about 40%.

SMILES,Bfl-1 Bim block,Bim-Bcl-W,Mcl-1 Bim block,ABCG2 inh,RGS7-Gao reg,RGS8-Gao reg,ABCB1 block,Bim-Bcl-2,Bim-Bcl-B,RGS4-Gao reg,Bim-Bcl-XL
CC(=O)N1CCN(CCN=CC2=C(O)CC(c3ccc(Cl)cc3)CC2=O)CC1 (stereo unspecified),-9,0,-1,5,103,101,0.5,-9,-9,106,-7
CS(=O)(=O)N1CCC(C(=O)NCc2ccc(F)cc2)CC1,-5,-3,-1,3,?,100,1.3,-4,-3,101,-5
CCCCCC(=O)Nc1ccccc1N1CCOCC1,-1,-2,-4,3,105,101,0.3,-1,-5,104,-4
Cc1cc(NC(=O)c2cc(-c3ccncc3)nc3c(C)cccc23)no1,-1,1,0,3,92,97,1.5,0,1,91,0
Cc1ccc(C(=O)NCC(=O)Nc2cccc(C(F)(F)F)c2)cc1,-8,-3,-2,18,98,100,0.1,-4,-11,98,-6
CC(C)CCNC(=O)[C@@H](NC(=O)c1c(F)cccc1F)C(C)C,-9,0,0,1,103,99,0.7,-8,-4,98,-3
O=C(Cc1c(Cl)cccc1Cl)Nc1cccnc1,9,1,2,10,103,98,1.0,5,10,101,2
Cn1c(NC(=O)c2ccco2)c(-c2ccccc2Cl)c(=O)c2ccccc21,-10,3,2,2,84,88,0.3,-4,-5,87,-6
COC(=O)C(C(=O)Nc1cc(C)on1)C1CCCCCC1 (stereo unspecified),-16,0,-2,-1,99,102,1.0,-14,-11,103,-4
COc1cccc(-c2nnc(SCC(=O)Nc3ccc(OC)c(OC)c3)n2N)c1,-7,-3,2,3,102,101,-3.0,-14,-8,98,-2
COCCn1nnnc1C(C(C)C)N(Cc1cccnc1)Cc1cc2cc(OC)ccc2[nH]c1=O (stereo unspecified),-9,4,-2,2,98,100,0.5,-8,-8,100,-3
Cc1cccc(OS(=O)(=O)NC(=O)OCC2CCCN3CCCCC23)c1 (stereo unspecified),5,-1,-1,4,98,99,-0.1,3,5,100,1
COc1ccccc1N1CCN(C(=O)c2ccc(S(=O)(=O)N3CCCCC3)cc2)CC1,-16,0,-4,4,103,102,1.8,-12,-11,103,-3
Cc1ccc(NCc2ccccc2O)cc1C,-9,-4,-1,3,99,101,0.9,-5,-2,97,-2
COc1cccc(C2C(C(C)=O)=C(O)C(=O)N2CCc2c[nH]c3ccccc23)c1 (stereo unspecified),-20,-3,-6,15,100,98,0.7,-14,-8,96,-9
Cc1ccc(NC(=O)CSc2nc3ccccc3c(=O)n2CCCN2CCCCC2)cc1Cl,25,29,41*,9,121,149*[activator],4.6,62*,71*,115,26
CN(CCOC(=O)CN1C(=O)c2ccccc2C1=O)C1=NS(=O)(=O)c2ccccc21,-8,1,0,5,?,96,1.0,-3,-4,98,-2
CC(C)CC(NC(=O)CCl)c1ccccc1 (stereo unspecified),0,0,0,6,102,99,0.8,2,-1,102,-1
COc1ccc(S(=O)(=O)N2CCc3ccccc3C2)cc1,-3,0,-1,1,105,108,0.6,-2,-3,106,-1
CCOC(=O)c1[nH]c2cc3c(cc2c1NC(=O)CN1CCCCC1C)OCO3 (stereo unspecified),-3,2,3,6,99,101,0.4,2,2,100,1
Nn1cnnc1N/N=C\c1ccc(-c2ccccc2[N+](=O)[O-])o1,-6,0,-2,15,101,100,0.1,-3,-8,103,-2
CCN(CC)S(=O)(=O)c1ccc(N2CCN(S(=O)(=O)c3ccccc3C#N)CC2)nc1,-12,0,0,0,101,101,-0.3,-6,-9,103,-2
CCc1ccc(N/C(N)=N/c2nc(CSc3ccccn3)cc(=O)[nH]2)cc1,-3,-4,-1,3,101,102,1.0,0,-7,103,-5
CC(C)(C)c1nc(SCC(=O)N2CC(=O)Nc3ccccc32)c2ccccc2n1,-7,-5,-2,10,103,107,1.5,-2,-5,103,-1
CCOC(=O)C1(CCc2ccccc2)CCN(Cc2ccccn2)CC1,-3,0,0,3,98,104,0.5,-5,-4,102,-4
Cc1[nH]n(-c2ccc(Cl)cc2)c(=O)c1C=Nc1ccc(S(=O)(=O)N2CCOCC2)cc1,-16,-1,-1,38,102,100,1.4,-13,-8,101,-9
CN(C)C(=O)c1ccc(-c2n[nH]c(=O)c3ccccc23)cc1,0,2,0,3,96,98,-0.1,-4,-1,97,0
O=C(Nc1nnc(Cc2ccccc2)s1)c1cnccn1,-2,0,-4,13,100,100,1.6,-5,-1,98,0
CCCC12CN3CCN(CC(C3)/C1=N\NC(=O)Nc1ccccc1)C2,-2,-4,-3,0,101,106,0.1,-4,-3,104,-5
C/C(=N\NS(=O)(=O)c1ccc(C)c([N+](=O)[O-])c1)c1cc2ccccc2o1,-2,-1,-3,2,97,97,0.7,-3,-3,97,2

Brought forward from above: 2 compounds, then new ones.
SMILES,Bfl-1 Bim block,Bim-Bcl-W,Mcl-1 Bim block,ABCG2 inh,RGS7-Gao reg,RGS8-Gao reg,ABCB1 block,Bim-Bcl-2,Bim-Bcl-B,RGS4-Gao reg,Bim-Bcl-XL
CCCC12CN3CCN(CC(C3)/C1=N\NC(=O)Nc1ccccc1)C2,-2,-4,-3,0,101,106,0.1,-4,-3,104,-5
C/C(=N\NS(=O)(=O)c1ccc(C)c([N+](=O)[O-])c1)c1cc2ccccc2o1,-2,-1,-3,2,97,97,0.7,-3,-3,97,2
Cc1cc(C)c2c(N)c(C(=O)N3CCCCCC3)sc2n1,1,-1,-2,2,105,96,0.3,0,-5,98,-1
Cc1csc(NC(=O)C2=NN(c3ccccc3)C(=O)CC2)n1,-1,1,19,11,101,100,1.1,1,3,101,7
c1ccc(-c2nnc(SCc3nnc(-c4cccs4)o3)o2)cc1,-10,2,3,0,98,99,0.1,-3,-2,102,0
CCSc1nnc(CNC(=O)c2ccccc2F)n1-c1ccccc1OC,-4,0,0,3,?,97,0.8,-1,-2,95,-2
CCOC(=O)c1[nH]c(C)c(C(=O)Nc2ccc(C)c(F)c2)c1C,0,0,0,6,98,104,0.5,-1,-2,99,-1
CCOC(=O)CCc1c(C)c2ccc(O)cc2oc1=O,-4,2,0,6,101,102,0.1,0,-4,102,0
N#C/C(=C\c1ccc(/C=C(/C#N)c2nn(CCO)c(N)c2C#N)cc1)c1nn(CCO)c(N)c1C#N,-7,0,0,-18,98,104,-0.7,-6,-6,102,-5
Cc1csc(NC(=O)Nc2ccccc2[N+](=O)[O-])n1,-5,-2,0,9,103,102,0.9,-2,-4,101,0
CC(C)OC(=O)c1c(NC(=O)CCC(=O)O)sc2c1CCCCC2,1,0,0,9,84,61,0.7,0,-5,71,-2
c1ccc(Oc2nc(NCc3ccco3)nc(NCc3ccco3)n2)cc1,14,8,7,1,93,128,0.2,12,5,88,11
Cc1cc(N2CCN(S(=O)(=O)c3ccc(C)c(C)c3)CC2)c2ccccc2n1,-3,-4,-4,5,100,101,4.1,-4,-3,100,-2
CCn1cc(CN2CCc3c([nH]c4ccccc34)C2c2ccc(F)c(OC)c2)c(C)n1 (stereo unspecified),-4,0,0,1,103,104,0.2,0,-2,99,0
COc1ccc(NC(=S)N2CCCC2c2ccc(OC)c(OC)c2)cc1 (stereo unspecified),-3,0,-3,19,97,103,-0.1,-1,-1,103,-4
CC(NC(=O)Cc1cccs1)C(c1cccs1)N1CCN(c2ccccc2F)CC1 (stereo unspecified),-23,-1,-8,49,95,98,2.7,-17,-8,102,-10
COc1ccc(-c2cc(C(F)(F)F)nc(SCC(=O)Nc3cc(C)on3)n2)cc1,0,-1,-4,11,101,99,0.7,-1,-2,98,-2
O=C(Cn1nc(-c2ccccc2)ccc1=O)NCCN1CCN(c2cccc(Cl)c2)CC1,-8,4,0,3,103,102,1.4,-4,-5,101,-11
CN(C)c1nc2n(c(=O)n1)CCO2,-1,-2,0,-3,106,114,0.5,3,1,106,1
COC(=O)CN1C(=O)C(O)(CC(=O)c2cccc(Br)c2)c2ccccc21 (stereo unspecified),-4,-6,36,6,100,102,0.8,-7,-7,102,-7
COc1ccc2cc(CN(CC3COCCO3)S(=O)(=O)c3ccccc3)c(=O)[nH]c2c1 (stereo unspecified),-1,-1,0,1,98,100,0.3,-1,0,98,-1
O=C(C1=C[C@@H](c2ccc3c(c2)OCO3)C[C@@H](OCc2ccc(CO)cc2)O1)N1CCOCC1,-2,0,-2,1,104,101,0.9,-6,-8,100,0
CC(C)CCNC(=O)NC(=O)COC(=O)C1=COCCO1,-6,-4,-2,-1,17*,13*,-0.3,-5,-4,21*,-7
Cc1sc2nc(CSCC(=O)Nc3ccccc3C#N)[nH]c(=O)c2c1C,-2,-1,0,-1,121,104,-0.1,-5,-5,107,-3
Cc1oc(-c2ccccc2)cc1C(=O)Nc1ccccc1,-7,-2,-3,13,99,100,0.7,-3,1,99,-1
COc1ccc(NC(=O)c2sccc2-n2cccc2)cc1,-6,0,-2,7,103,103,0.1,-2,-5,106,-2
COc1ccc(CCNC(=O)CSc2nc(-c3ccc(OC)c(OC)c3)ccc2C#N)cc1,0,-5,-5,1,98,105,0.1,-4,-7,101,-5
Cc1oc(-c2cccs2)nc1CS(=O)CC(=O)NCCCOC(C)C (stereo unspecified),-3,-3,-5,1,101,100,0.1,-4,-4,99,-5
Cc1cc(NC(=O)CN2CCOCC2)n(-c2nc3ccccc3s2)n1,-2,0,-2,13,98,99,6.5,0,-3,97,-2
O=C(NNC(=O)C1CC2CCC1C2)c1sc2ccccc2c1Cl (stereo unspecified),-11,-3,-5,4,166*[activator],101,0.4,-5,-8,109,-6
CCC(CO)NCc1ccc2c(c1)n(C)c(=O)n2C (stereo unspecified),-11,3,0,0,107,104,-0.3,-8,-6,107,-3
Clc1ccc(-c2nc3n(n2)Cc2ccccc2-3)cc1,5,-1,2,2,102,102,0.5,13,-2,103,0
COC(=O)C(C(=O)OC)C(C(=O)OC)C(C(=O)OC)C(=O)OC,-2,-6,-6,4,98,80,1.2,-2,-6,95,-5
